Assay outcomes from PubChem BioAssay.
Apoferritin bind – binds horse apoferritin like a general anesthetic; P02791; apoferritin/1-aminoanthracene competitive binding, fluorescence; Potency, µM (doses to about 77.5 µM), for inactives: top-dose activity change, negative = displacement, usual class: inhibitors; 350,000 tested, 0.074% active; AID 485281; further: potency means the concentration at half of the fitted maximal effect; on the % scale 0 is the no-effect control and ±100 the full control effect; nearly all actives have a fitted effect of over 20% in size
Target sequence (P02791 2-175 limits assumed): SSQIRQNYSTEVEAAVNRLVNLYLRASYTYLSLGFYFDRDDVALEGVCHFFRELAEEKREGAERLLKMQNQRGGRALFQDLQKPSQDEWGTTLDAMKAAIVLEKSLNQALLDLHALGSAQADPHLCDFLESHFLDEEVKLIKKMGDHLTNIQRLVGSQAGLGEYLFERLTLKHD
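Steps: apoferritin (10 uM) was premixed with half-saturated 1-AMA in PBS, compounds were pin-transferred, plates stood 10 min at room temperature, fluorescence was read at 380/535 nm, and curves were fitted with a Hill equation.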
Pol eta inh – blocks human DNA polymerase eta activity; Potency, µM (titrated, usually from 114 µM), without a hit: at the top dose activity change, negative = inhibition, usual class: inhibitors; recombinant Pol eta, fluorescent DNA replication assay; Q9Y253; 390,000 tested, 1.2% active; further: potency means the concentration at half of the fitted maximal effect; on the % scale 0 is the no-effect control and ±100 the full control effect
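Pol eta at 10 nM preincubated with compounds 15 min at room temperature; reaction started with fluorescent substrate (50 nM final) and read kinetically at 0 and 10 min.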
RXFP1 antagonist – antagonists of human relaxin receptor RXFP1 | activity change, negative = inhibition, % at 57.5 µM | 350,000 tested, 0.59% active | Q9HBX9 | HEK293-RXFP1, relaxin-stimulated cAMP HTRF, 30 min; active compounds read low;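 active means activity change of -60% or lower, but not beyond a set lower limit; inconclusive means change between -60% and -40%, or beyond the set limit; inactive means change above -40%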; further: on the % scale 0 is the no-effect control and ±100 the full control effect
POLK inh – DNA polymerase kappa (human) inhibition. Q9UBT6. AID 588579. 400,000 tested, 0.53% active. purified Pol kappa, fluorescent DNA synthesis assay, 10 min. Potency, µM (top dose mostly 107 µM), for inactives: top-dose activity, negative = inhibition, usual class: inhibitors; further: potency means the concentration at half of the fitted maximal effect; on the % scale 0 is the no-effect control and ±100 the full control effect
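Kinetic fluorescence screen: compound preincubated 15 min RT with 10 nM enzyme; 50 nM substrate (final) initiates; reads at 0/10 min.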
APE1 inh – blocks human APE1 abasic DNA cleavage; 350,000 tested, 0.35% active; Potency, µM (highest dose often 65.8 µM), for the others: at the top dose activity change, negative = inhibition, actives largely listed as inhibitors; recombinant APE1, TAMRA/BHQ-2 abasic DNA cleavage fluorescence; AID 2517; P27695;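 further: potency means the concentration at half of the fitted maximal effect; plate controls were vehicle for no effect and reference inhibitor for full effect; nearly all actives have a fitted effect of over 55% in size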
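Incision of a quenched TAMRA/BHQ-2 THF abasic-site duplex (50 nM) by 0.75 nM APE1, after 15 min compound preincubation, measured as fluorescence increase over three 60 s reads. Values normalized to buffer, DMSO and NSC13755 control wells.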
POLI inh – DNA polymerase iota (human) inhibition; Pol iota fluorescent replication assay, 10 min; AID 588590; Potency, µM (doses to about 115 µM), for inactives: at the top dose activity, negative = inhibition, most hits filed as inhibitors; 390,000 tested, 1% active; further: potency means the concentration at half of the fitted maximal effect
Target sequence (Q9UNA4 whole entry, looked up): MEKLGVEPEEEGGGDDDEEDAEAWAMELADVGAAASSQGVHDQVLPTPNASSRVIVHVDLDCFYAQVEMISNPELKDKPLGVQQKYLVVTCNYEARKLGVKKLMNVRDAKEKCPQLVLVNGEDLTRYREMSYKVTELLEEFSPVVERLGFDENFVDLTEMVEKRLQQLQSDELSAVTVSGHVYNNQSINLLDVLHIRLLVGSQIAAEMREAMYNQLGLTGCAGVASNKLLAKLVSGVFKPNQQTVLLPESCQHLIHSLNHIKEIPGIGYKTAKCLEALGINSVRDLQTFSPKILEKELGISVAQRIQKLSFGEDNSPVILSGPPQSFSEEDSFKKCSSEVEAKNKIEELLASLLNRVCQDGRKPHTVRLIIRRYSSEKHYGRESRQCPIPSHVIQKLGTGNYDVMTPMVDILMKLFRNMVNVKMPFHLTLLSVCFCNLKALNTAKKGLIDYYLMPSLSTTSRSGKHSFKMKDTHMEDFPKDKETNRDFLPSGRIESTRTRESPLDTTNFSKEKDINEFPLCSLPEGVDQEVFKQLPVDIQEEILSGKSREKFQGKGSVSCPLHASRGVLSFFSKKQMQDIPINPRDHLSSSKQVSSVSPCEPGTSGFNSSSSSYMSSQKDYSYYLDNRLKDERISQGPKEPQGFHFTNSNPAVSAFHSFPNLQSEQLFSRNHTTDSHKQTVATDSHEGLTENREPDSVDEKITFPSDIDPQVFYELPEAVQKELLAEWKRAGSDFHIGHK
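Pol iota at 10 nM preincubated 15 min with compounds at room temperature; reaction started with fluorescent substrate, 50 nM final. Fluorescence read kinetically at 0 and 10 min; buffer-only wells as negative control.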
Pol beta inh – inhibitors of human DNA polymerase beta. 340,000 tested, 1.3% active. P06746. Pol beta primer extension/strand displacement, fluorescence kinetic. Potency, µM (titrated, usually from 114 µM), inactives show at the top dose activity change, negative = inhibition, hits mostly inhibitors; further: potency means the concentration at half of the fitted maximal effect; on the % scale 0 is the no-effect control and ±100 the full control effect
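Homogeneous kinetic assay of primer extension and strand displacement by 10 nM Pol beta, preincubated 15 min at room temperature with compound before 50 nM substrate (final) was added. Read at 0 and 10 min; four-parameter Hill fit.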
BLM inh – Bloom syndrome helicase (human) inhibition. Potency, µM (series often up to 56.1 µM), without a hit: at the top dose activity change, negative = inhibition, actives largely listed as inhibitors. P54132. recombinant BLM DNA unwinding, fluorescence dequenching. 350,000 tested, 0.2% active;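 further: potency means the concentration at half of the fitted maximal effect; plate controls were vehicle for no effect and no enzyme for full effect; nearly all actives have a fitted effect of over 35% in size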
PGK inhibitor – blocks T. brucei phosphoglycerate kinase; P07378; PGK/GAPDH coupled, Kinase-Glo luminescence, 60 min; Potency, µM (series often up to 57.5 µM), for inactives: at the top dose activity change, negative = inhibition, usual class: inhibitors; 380,000 tested, 0.043% active; further: potency means the concentration at half of the fitted maximal effect; on the % scale 0 is the no-effect control and ±100 the full control effect; nearly all actives have a fitted effect of over 60% in size
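Recombinant glycosomal PGK reaction used 1,3-bisphosphoglycerate generated in-well by GAPDH (100nM final) in 100mM TEA pH 7.6, 5mM MgCl2, 0.01% Tween-20. After 60 minutes at room temperature, ATP was read by Kinase-Glo Plus luminescence end-point.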
* marks the source's active call; other numbers are inactive results; i = inactive; ? = inconclusive; . = no result given; [ ] = remark or other dose. Unless noted, the call rests on the fitted dose curve; in most records, active means well fitted curve in the direction sought with a large enough effect; inconclusive means small, poorly fitted or top-dose-only effect, or another doubt; inactive means no such curve, though single readings can be large; an effect the other way counts as inactive or inconclusive. Some of the compounds tested (hit frequency here may not be typical).

1. CC(=O)Nc1ccc2c(c1)C(=O)c1ccccc1C2=O
2. COc1cccc(N2CCN(C(=O)CCCn3c(=O)[nH]c4ccc(Br)cc4c3=O)CC2)c1
3. COc1ccc(-n2nnnc2C2CCN(S(=O)(=O)c3ccc(NC(C)=O)cc3)CC2)cc1
4. COc1ccc(/C=C/C(=O)NCC(c2ccc(F)cc2)N2CCOCC2)cc1OC (stereo not given)
5. c1ccc(-n2cc(CN3CCCC3)c(-c3ccc4c(c3)OCO4)n2)cc1
6. O=C(CCOc1ccccc1)Nc1ccnn1C1CCN(Cc2ccc(CO)o2)CC1

entry no.	1	2	3	4	5	6
Apoferritin bind	-12.3%	-8.4%	-2.4%	-17.7%	-8.4%	-5.3%
Pol eta inh	3.5%	-10.3%	-21.5%	17.9%	-8.4%	-16.7%
RXFP1 antagonist	9.2	.	-12.8	14.4	9.1	-0.2
POLK inh	-24.8%	-19.6%	-2.6%	11.2%	-0.4%	-11.0%
APE1 inh	-9.3%	.	.	23.0%	1.1%	17.0%
POLI inh	?	-12.6%	-6.3%	27.4%	4.1%	11.7%
Pol beta inh	0.0%	-12.5%	-1.3%	-1.0%	-5.8%	22.1%
BLM inh	-7.0%	-1.0%	-0.3%	-1.4%	-10.4%	3.9%
PGK inhibitor	-1.7%	-7.2%	i	-7.2%	-2.4%	-2.2%

7. O=C(Nc1cccc2cccnc12)c1ccc(-c2cccc(Cl)c2)o1
8. c1ccc(CSc2nnnn2-c2cccc3ccccc23)nc1
9. CCC(C)NC(=O)NCc1ccccc1F (stereo not given)
10. O=C(CCC(=O)Nc1ccccc1Cl)NNC(=O)c1ccccc1[N+](=O)[O-]
11. COc1ccc(S(=O)(=O)N2CCN(C(=O)C3CCCCC3)CC2)cc1
12. C=CCN(CC=C)C(=O)CN1C(=O)c2ccccc2C1=O

entry no.	7	8	9	10	11	12
Apoferritin bind	-1.4%	?	-5.4%	-20.7%	3.2%	-1.8%
Pol eta inh	-25.2%	-19.0%	-8.3%	-8.9%	-11.3%	2.0%
RXFP1 antagonist	.	-8.7	-8.8	-0.8	-21.7	3.1
POLK inh	-4.5%	-2.4%	6.1%	12.2%	-4.1%	-7.2%
APE1 inh	.	-1.1%	-3.8%	?	11.2%	6.3%
POLI inh	-8.5%	-7.4%	85.1%[activator]	55.0%[activator]	18.8%	2.7%
Pol beta inh	44.2%	20.4%	14.2%	-1.6%	48.3%	?
BLM inh	-19.9%	-8.1%	1.4%	-0.3%	-3.1%	1.2%
PGK inhibitor	3.9%	i	i	i	-3.9%	-7.8%

13. CN(C)S(=O)(=O)c1cc(NC(=O)CN2CCN(c3ccc(O)cc3)CC2)ccc1Cl
14. COc1ccccc1NC(=O)C(C)Sc1nc(-c2ccccc2)cn1N (stereo not given)
15. CCCCn1nnnc1NCc1ccc(OC)c(OC)c1
16. OCC1(CCOc2ccccc2)CCN(Cc2ccc(OC(F)F)cc2)CC1
17. O=C(O)CCc1ccc(-c2cccs2)o1
18. COc1cc(Cl)c(NC(=O)CN2C(=O)c3cccnc3Sc3ccccc32)c(OC)c1

entry no.	13	14	15	16	17	18
Apoferritin bind	-7.8%	.	0.6%	-8.2%	-17.3%	-3.3%
Pol eta inh	10.9%	-12.5%	-8.2%	-3.5%	44.7µM*	.
RXFP1 antagonist	-1.3	-29.6	-8.2	9.3	8.6	5.6
POLK inh	1.7%	2.0%	-2.6%	-9.2%	?	-9.4%
APE1 inh	-9.5%	4.2%	0.0%	14.3%	?	.
POLI inh	142.0%[activator]	-0.6%	-13.6%	38.0%[activator]	39.8µM*	15.6%
Pol beta inh	-8.4%	.	2.8%	11.7%	-21.1%	-12.1%
BLM inh	-6.6%	.	-0.8%	-6.0%	0.7%	-7.3%
PGK inhibitor	0.5%	-3.9%	-5.9%	0.2%	.	.

19. Cc1ccccc1OCc1csc(N)n1
20. COc1cccc(N2C(=O)C(c3ccccc3)=C(c3nc4ccccc4s3)C2NC(C)=O)c1 (stereo not given)
21. CCCNC(=S)N1CCC(NC(=O)C23CC4CC(CC(C4)C2)C3)CC1
22. COc1ccc([N+](=O)[O-])cc1NC(=O)CSCc1ccccc1
23. O=C(N/N=C/c1ccccc1O)C(=O)Nc1ccccn1
24. Cc1ccc(C2=NN(C(=O)CSc3nnnn3C)C(c3ccco3)C2)cc1 (stereo not given)

entry no.	19	20	21	22	23	24
Apoferritin bind	-19.8%	-17.9%	-7.2%	-5.5%	-12.2%	.
Pol eta inh	-6.1%	-16.8%	-11.5%	-6.8%	-4.1%	-8.8%
RXFP1 antagonist	3.3	-1.0	-11.4	2.3	11.6	0.7
POLK inh	-0.1%	-1.6%	-2.5%	-11.0%	1.6%	-0.6%
APE1 inh	0.0%	2.3%	-0.1%	12.1%	-0.3%	-15.0%
POLI inh	22.6%	0.9%	-10.9%	144.0%[activator]	3.0%	-21.0%
Pol beta inh	-22.3%	89.1µM*	3.9%	-3.7%[57.1 µM]	1.6%	.
BLM inh	-14.6%	-0.8%	4.1%	1.3%	0.9%	.
PGK inhibitor	-5.6%	-2.0%	-2.1%	-1.8%	i	-4.4%

Filtered by structure, those above containing a nitro group on carbon (2)
10. O=C(CCC(=O)Nc1ccccc1Cl)NNC(=O)c1ccccc1[N+](=O)[O-]
22. COc1ccc([N+](=O)[O-])cc1NC(=O)CSCc1ccccc1

entry no.	10	22
Apoferritin bind	-20.7%	-5.5%
Pol eta inh	-8.9%	-6.8%
RXFP1 antagonist	-0.8	2.3
POLK inh	12.2%	-11.0%
APE1 inh	?	12.1%
POLI inh	55.0%[activator]	144.0%[activator]
Pol beta inh	-1.6%	-3.7%[57.1 µM]
BLM inh	-0.3%	1.3%
PGK inhibitor	i	-1.8%

(cont.)
25. COCCNc1ccc(-c2nn(C)c(=O)c3ccccc23)cc1[N+](=O)[O-]
26. CSc1ccc(CNCCN2CCOCC2)cc1
27. Cc1nnc(SCC(=O)NCc2cccc(F)c2)c2nn(-c3ccccc3)c(C)c12
28. CCOC(=O)C1(Cc2ccccc2C(F)(F)F)CCN(C2CCCC2)CC1
29. Cc1ccc(C(=O)COC(=O)CCc2ccc(S(=O)(=O)N3CCCCC3)cc2)cc1
30. CC(C)NC(=O)c1cccc(NC(=O)CC2SC(N3CCCCC3)=NC2=O)c1 (stereo not given)

entry no.	25	26	27	28	29	30
Apoferritin bind	-0.7%	-9.3%	?	-8.5%	-13.7%	.
Pol eta inh	-13.6%	3.8%	-0.7%	-20.1%	-7.8%	-6.8%
RXFP1 antagonist	0.1	.	-10.2	1.9	.	-10.7
POLK inh	-6.4%	8.0%	-2.2%	-0.4%	-0.1%	-3.7%
APE1 inh	-5.0%	-4.3%	.	19.2%	5.5%	-2.8%
POLI inh	4.9%	-14.9%	-0.9%	1.6%	12.6%	15.6%
Pol beta inh	?	0.3%	27.0%	-16.8%	1.0%	.
BLM inh	-3.7%	2.0%	-1.8%	-4.9%	3.7%	.
PGK inhibitor	2.7%	-6.1%	-2.2%	3.5%	i	5.5%

31. CC(=N/O)/C(C)=N\NC(=O)c1ccccn1
32. Cc1cccc(C)c1NC(=O)CSc1nnc(NC(=O)CN2CCOCC2)s1
33. COc1cccc(CN2CC(C(=O)NCCN3CCOC3=O)CCC2=O)c1 (stereo not given)
34. O=C(CSc1nc(-c2ccc(F)cc2)cc(C(F)(F)F)n1)NCCN1CCOCC1
35. O=C(Nc1ccc(Cl)cn1)Nc1cccs1
36. CC[C@@H]1C=C(C(=O)O)[C@H](c2cccc(C)c2)N1S(=O)(=O)c1ccc(C)cc1

entry no.	31	32	33	34	35	36
Apoferritin bind	-8.0%	-6.1%	15.4%	-2.7%	?	.
Pol eta inh	-5.8%	8.0%	-4.9%	4.9%	-0.1%	-7.7%
RXFP1 antagonist	16.5	1.8	19.3	-6.2	-4.0	.
POLK inh	-1.6%	-5.5%	15.5%	2.0%	-31.1%	-7.7%
APE1 inh	18.3%	15.4%	63.5%[activator]	-1.2%	-1.3%	-1.7%
POLI inh	27.3%	-0.9%	33.1%[activator]	7.2%	-11.6%	0.8%
Pol beta inh	33.4%	8.2%	24.8%	13.9%	1.0%	.
BLM inh	-0.5%	-3.0%	1.0%	3.6%	-3.8%	.
PGK inhibitor	-10.7%	-2.2%	-1.3%	5.3%	-1.2%	5.8%

37. COc1ccc(CCNC(=O)C(NS(=O)(=O)c2cccc3nsnc23)C(C)C)cc1OC (stereo not given)
38. CCc1nnc(N/N=C/c2ccc(O)c(OC)c2)n1N
39. CCc1ccccc1N(C)C(=O)c1cn(CC(C)C)c(=O)c2cc(OC)c(OC)cc12
40. O=C(O)c1cc(C(=O)O)c(C(=O)N(Cc2cccc(Oc3ccccc3)c2)[C@H]2CCCc3ccccc32)cc1C(=O)O
41. CC(C)c1nn(-c2cc(C(F)(F)F)ccn2)c(=O)o1

entry no.	37	38	39	40	41
Apoferritin bind	-0.8%	-6.3%	-16.9%	-1.7%	-8.7%
Pol eta inh	-3.0%	2.7%	-11.0%	.	5.7%
RXFP1 antagonist	1.0	1.7	.	.	4.7
POLK inh	7.8%	-6.5%	9.0%	?	-11.8%
APE1 inh	30.1%	29.8%	.	0.6%	-10.4%
POLI inh	35.4%[activator]	8.91µM*	-0.3%	.	?
Pol beta inh	0.3%	17.6%	20.3%	.	2.1%
BLM inh	-2.3%	-5.4%	-3.0%	0.7%	-3.2%
PGK inhibitor	i	-4.2%	-7.7%	.	4.7%

Of the compounds above, 2 contain a thiophene ring, fused or not:
17. O=C(O)CCc1ccc(-c2cccs2)o1
35. O=C(Nc1ccc(Cl)cn1)Nc1cccs1

entry no.	17	35
Apoferritin bind	-17.3%	?
Pol eta inh	44.7µM*	-0.1%
RXFP1 antagonist	8.6	-4.0
POLK inh	?	-31.1%
APE1 inh	?	-1.3%
POLI inh	39.8µM*	-11.6%
Pol beta inh	-21.1%	1.0%
BLM inh	0.7%	-3.8%
PGK inhibitor	.	-1.2%
